High-throughput results (PubChem)
OX1R antag-1: OX1R (HCRTR1) antagonists, primary screen, fluorescence, CHO/OX1R cells, Fluo-8 calcium, orexin A. Fluo-8 calcium fluorescence. inhibition, % at 5 µM. 330,000 tested, 0.43% active. AID 434989, 2010;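 active = inhibition above its plate's threshold, mean inhibition of all tested compounds on the plate plus 3 SD, cut at about 37% in these data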;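 note: 0% = orexin A challenge wells and 100% = SB-334867-A antagonist wells; not every result past the cut was called active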
Target sequence (O43613 whole entry, looked up): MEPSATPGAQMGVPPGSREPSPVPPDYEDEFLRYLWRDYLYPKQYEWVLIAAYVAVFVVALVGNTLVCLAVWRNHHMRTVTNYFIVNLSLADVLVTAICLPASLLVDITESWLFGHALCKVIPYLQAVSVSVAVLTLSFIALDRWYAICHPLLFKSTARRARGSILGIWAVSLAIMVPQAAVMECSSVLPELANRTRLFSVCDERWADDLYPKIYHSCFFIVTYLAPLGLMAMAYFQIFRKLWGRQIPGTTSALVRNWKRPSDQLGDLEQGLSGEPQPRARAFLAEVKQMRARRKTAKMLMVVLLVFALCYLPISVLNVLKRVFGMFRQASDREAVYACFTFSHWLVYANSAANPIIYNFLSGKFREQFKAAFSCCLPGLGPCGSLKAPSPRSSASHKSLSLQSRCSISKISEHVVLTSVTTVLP
OX1R antag-2: antagonists of human orexin 1 receptor (OX1R) | AID 485270, 2010 | 330,000 tested, 1.8% active | inhibition, % at 6.6 µM | OX1R-expressing cells, FRET antagonist read-out; in the data active = inhibition mostly above about 38%, no sharp cut-off; inactive = mostly below about 40%;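 note: 0% = agonist challenge alone and 100% = reference antagonist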
* hit, by the source's call.

1	CN(c1ccccc1)S(=O)(=O)c1cccc(NC(=O)c2ccc(=O)[nH]c2)c1
2	CCCC(=O)C1=C(O)C(C(=O)OC)C(C)(C)CC1=NC(C)C (stereo unspecified)
3	CC(=O)N1CCCc2cc(S(=O)(=O)N3CCN(C4CCCCC4)CC3)ccc21
4	CCOC(=O)C(CC)(CC)C(=O)/C=C/c1ccc(OC)cc1
5	COc1ccc(NC(=O)CN(C)C(=O)c2cc(-c3ccc(Cl)cc3)nc3ccccc23)cc1
6	Cc1cnc(C(=O)OCc2csc(CC(=O)Nc3ccccc3C)n2)cn1
7	Cc1ccc(NS(=O)(=O)c2cc(C(=O)O)ccc2Cl)cc1
8	CCOC(=O)/C(=C/C=C1\Sc2cc(OCC)c(OCC)cc2N1CC)C(C)=O
9	CN=C1S/C(=C\c2ccc(O)c(Br)c2)C(=O)N1C
10	Cc1cc(NC(=O)CSc2ccc3nnc(-c4ccccc4)n3n2)no1

screen / no.	1	2	3	4	5	6	7	8	9	10
OX1R antag-1	-1.8	-31.6	-33.9	-38.5	-23.3	-12.2	5.6	108.0*	-3.5	-24.4
OX1R antag-2	4.2	20.3	30.1	1.6	20.8	15.2	27.9	25.9	13.6	10.8

Quoted from the listing:
For OX1R antag-1, `CN(c1ccccc1)S(=O)(=O)c1cccc(NC(=O)c2ccc(=O)[nH]c2)c1` reads -1.8
For OX1R antag-1, `CCCC(=O)C1=C(O)C(C(=O)OC)C(C)(C)CC1=NC(C)C` (stereo unspecified) reads -31.6

The results go on.
11	CCCCN1C(Nc2ccccc2)=NC[C@@H]1Cc1ccccc1
12	Cc1ccc(SCC(=O)NCCN2C(=O)CSC2=O)cc1C
13	O=C(Cn1cnc2c(NCc3ccccc3)ncnc21)NCc1ccccn1
14	C#CCSc1nccc(-c2nn(-c3ccc(C)cc3)ccc2=O)n1
15	Cc1csc2ncnc(N3CCN(S(=O)(=O)c4cccc(C(F)(F)F)c4)CC3)c12
16	CCN(Cc1cc2ccccc2[nH]c1=O)C(=O)c1cccc([N+](=O)[O-])c1
17	CCc1c(C)c(C#N)c2nc3ccccc3n2c1-n1nc(C)cc1C
18	Cc1cc(C)c(C#N)c(N2CCN(C(=O)C3COc4ccccc4O3)CC2)n1 (stereo unspecified)
19	CC(C)n1c(O)c(N=NC(=O)CNC(=O)c2cccnc2)c2ccccc21
20	COc1ccc(CCNC2CC(=O)N(N(C)C)C2=O)cc1OC (stereo unspecified)

screen / no.	11	12	13	14	15	16	17	18	19	20
OX1R antag-1	-23.3	-9.1	-1.9	-6.8	20.4	-21.3	-27.1	-27.3	-12.2	-18.4
OX1R antag-2	30.7	0.3	4.6	12.3	56.4*	6.8	10.6	19.1	40.2	7.2

21	CCC(C)/C=C/C1=CC2=C(Cl)C(=O)C3(C)OC(=O)C(C(=O)C(C)C(C)O)C3C2=CO1 (stereo unspecified)
22	CCCN1C(=O)CN(C2CCCCCC2)C(=O)C1c1ccc(C)cc1 (stereo unspecified)
23	O=C(CN1C(=O)NC2(CCCCCC2)C1=O)Nc1ccc(Cl)c([N+](=O)[O-])c1
24	COc1ccc(C(C(=O)NC2CCCC2)N(C(=O)c2csnn2)C2CCCC2)cc1 (stereo unspecified)
25	Cc1ccccc1S(=O)(=O)N(CC(O)CN1CCCCC1)c1ccccc1 (stereo unspecified)
26	COc1ccc(-c2ccc3c(c2)S(=O)(=O)c2cccc(C(=O)N4CCN(c5ccc(Cl)cn5)CC4)c2C3=O)cc1OC
27	COCCNC(=O)C1=NOC(Cn2cc(C#N)c(=O)n(C)c2=O)C1 (stereo unspecified)
28	CCCn1c(SCC(=O)NC(C)C23CC4CC(CC(C4)C2)C3)n[nH]c1=O (stereo unspecified)
29	CCOC(=O)c1ccccc1NC(=O)CSc1nnc(Cc2cccn2C)n1-c1ccc(C)cc1
30	CCCCN(C)CCCNC(=O)C1CCC(CNS(=O)(=O)c2c(C)cc(C)cc2C)CC1 (stereo unspecified)

screen / no.	21	22	23	24	25	26	27	28	29	30
OX1R antag-1	-19.8	-23.4	-9.0	0.2	-40.2	-3.7	13.0	-33.9	-3.6	-16.4
OX1R antag-2	20.6	16.9	4.1	5.7	8.8	7.7	5.2	9.2	-2.8	4.2

31	N#CCSc1nc(-c2ccccc2)nc2ccccc12
32	COc1ccc2oc(-c3ccccc3)c(C(=O)O)c2c1
33	CCn1ncc(Br)c1C(=O)Nc1ccc(-c2ccno2)cc1
34	CCN(CCN1CCCC1)C(=O)C1CCC(=O)N(CCCN2CCOCC2)C1 (stereo unspecified)
35	CCN(CC)CCNC(=O)CCc1nnc2ccc(N3CCC(C)CC3)nn12
36	COc1ccc(CC(=O)Nc2cc(NC(=O)Cc3ccc(OC)c(OC)c3)cc(C(=O)O)c2)cc1OC
37	CCOC(=O)C1=C(C2=CCCCC2)c2ccc(OC)cc2N(S(=O)(=O)C(F)(F)F)C1C(=O)OCC (stereo unspecified)
38	CSc1ccc(/C=N\NC(=O)COc2ccc(Cl)cc2Br)cc1
39	Cc1cccc(Oc2ncc(-c3ccc(Cl)cc3)cn2)c1
40	CC(C)CC1CC(C)(c2csc(NNC(=O)c3ccccc3)n2)OC1=O (stereo unspecified)

screen / no.	31	32	33	34	35	36	37	38	39	40
OX1R antag-1	17.6	-12.8	-20.7	-2.8	0.0	-20.5	-24.2	-14.1	-7.7	-16.2
OX1R antag-2	93.8*	22.0	22.9	9.6	11.6	-6.0	10.5	10.0	12.6	6.3

Three entries already listed, ordered by the value under OX1R antag-2, high to low:
No.	Structure	OX1R antag-1	OX1R antag-2
33	CCn1ncc(Br)c1C(=O)Nc1ccc(-c2ccno2)cc1	-20.7	22.9
39	Cc1cccc(Oc2ncc(-c3ccc(Cl)cc3)cn2)c1	-7.7	12.6
34	CCN(CCN1CCCC1)C(=O)C1CCC(=O)N(CCCN2CCOCC2)C1 (stereo unspecified)	-2.8	9.6

Additional structures:
41	C/C(=N\Nc1cccc2cccnc12)c1ccccn1
42	Nc1c(N(Cc2ccco2)C(=O)c2ccc(Br)cc2)c(=O)[nH]c(=O)n1Cc1ccccc1
43	CN(CC(=O)Nc1ccc(F)c(F)c1F)C(=O)C1=NN(c2ccccc2)C(=O)CC1
44	O=C(c1ccccc1)C1CCc2occc2C1=O (stereo unspecified)
45	O=C(NNC(=O)c1ccccc1Cl)c1ccc(-n2cncn2)c([N+](=O)[O-])c1
46	Cc1nc2ccc(NS(=O)(=O)c3cccc([N+](=O)[O-])c3)cc2s1
47	Cc1cc(C(=O)OCC(=O)Nc2c(F)cccc2F)c(C)n1-c1ccccc1
48	COC(=O)C1=C(C)Nc2ccc(C)cc2S1
49	CCC(C(=O)NCc1ccncc1)c1ccccc1 (stereo unspecified)
50	O=C(Nc1ccc2sccc2c1)c1ccc(Cl)s1

screen / no.	41	42	43	44	45	46	47	48	49	50
OX1R antag-1	-9.2	-32.5	8.8	-9.8	-1.4	28.5	17.3	-13.1	-8.5	-6.7
OX1R antag-2	42.5*	9.5	-3.4	-2.0	21.8	20.0	49.0	8.2	4.9	27.6

Marked active in OX1R antag-1 (from the list above):
8	CCOC(=O)/C(=C/C=C1\Sc2cc(OCC)c(OCC)cc2N1CC)C(C)=O

screen / no.	8
OX1R antag-1	108.0*
OX1R antag-2	25.9

Later entries.
51	COCCN(C)Cc1cn(-c2ccc(F)cc2F)nc1-c1ccccc1C
52	CCCc1nnc(NC(=O)Cn2c(=O)oc3ccccc32)s1
53	Cc1ccc(/C=C/c2ccc(=O)n(Cc3ccc(Cl)cc3Cl)n2)cc1
54	Nc1c(/C=C2\C=Nc3ccccc32)c(=O)nc2sc(CC(=O)N3CCOCC3)nn12
55	Cc1ccc(OCCC(=O)OCC(=O)N2CCN(S(=O)(=O)c3ccc(C)cc3)CC2)cc1
56	Cc1cccn2c(=O)c3cc(C(=O)N4COCC4(C)C)n(C)c3nc12
57	CC(C)c1cc(=O)n2c(nc3ccccc32)[nH]1
58	COc1nc(Nc2cccc(F)c2)nc(OC)n1
59	Cc1ccc(C(C)C)c(OCC(=O)NN=C2CCCCCCC2)c1
60	C=CCc1ccc(OCCCCNC(C)CC)c(OC)c1 (stereo unspecified)

screen / no.	51	52	53	54	55	56	57	58	59	60
OX1R antag-1	-9.1	-15.6	-11.2	-3.0	-10.9	-22.1	-26.9	-12.6	-6.2	-36.7
OX1R antag-2	6.6	-1.9	-0.2	26.1	22.4	9.5	-11.5	28.4	9.7	7.4

Random excerpt: five entries already listed.
53	Cc1ccc(/C=C/c2ccc(=O)n(Cc3ccc(Cl)cc3Cl)n2)cc1
59	Cc1ccc(C(C)C)c(OCC(=O)NN=C2CCCCCCC2)c1
56	Cc1cccn2c(=O)c3cc(C(=O)N4COCC4(C)C)n(C)c3nc12
52	CCCc1nnc(NC(=O)Cn2c(=O)oc3ccccc32)s1
54	Nc1c(/C=C2\C=Nc3ccccc32)c(=O)nc2sc(CC(=O)N3CCOCC3)nn12

screen / no.	53	59	56	52	54
OX1R antag-1	-11.2	-6.2	-22.1	-15.6	-3.0
OX1R antag-2	-0.2	9.7	9.5	-1.9	26.1

Further compounds
61	CCOC(=O)c1nn(-c2ccc(F)cc2)c(=O)cc1OCC(=O)Nc1ccc(OCC)cc1
62	CCC(C)C(=O)Nc1cc(Cl)ccc1C(=O)O (stereo unspecified)
63	COc1ccc(Cn2c(N)c(C#N)c3nc4ccccc4nc32)cc1OC
64	COc1ccccc1C(=O)NCC(=O)N/N=C/c1cc(Br)ccc1OCc1ccccc1

screen / no.	61	62	63	64
OX1R antag-1	3.2	-4.0	6.1	-17.8
OX1R antag-2	5.2	14.4	43.1	32.6
